BLM inh: qHTS Assay for Inhibitors of Bloom's syndrome helicase (BLM) | 0.2% of 350,000 active | Potency, µM (titrated, usually from 56.1 µM), inactives show top-dose activity change, negative = inhibition, hits mostly inhibitors | RecQ-like DNA helicase BLM (Homo sapiens), P54132 | recombinant BLM DNA unwinding, fluorescence dequenching | AID 2528, 2010;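 note: plate controls were vehicle for no effect and no enzyme for full effect; nearly all actives have a fitted effect of over 35% in size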
Pol eta inh: qHTS for Inhibitors of Polymerase Eta | recombinant Pol eta, fluorescent DNA replication assay | Potency, µM (top dose mostly 114 µM), inactives show at the highest dose activity change, negative = inhibition, most hits filed as inhibitors | 1.2% of 390,000 active | AID 588591, 2011; note: % is set by controls: 0 for no effect and ±100 for the full control effect
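Pol eta (10 nM) was preincubated with compounds for 15 min at room temperature, after which fluorescent replication substrate (50 nM final) was added to start the reaction. Fluorescence was read kinetically at 0 and 10 min.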
POLK inh: qHTS for Inhibitors of Polymerase Kappa | DNA polymerase kappa (Homo sapiens), Q9UBT6 | purified Pol kappa, fluorescent DNA synthesis assay, 10 min | Potency, µM (titrated, usually from 107 µM), for inactives: top-dose activity, negative = inhibition, most hits filed as inhibitors | 0.53% of 400,000 active | AID 588579, 2011; note: % is set by controls: 0 for no effect and ±100 for the full control effect
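50 nM final substrate added after 15 min RT preincubation of 10 nM Pol kappa with compound; fluorescence read at 0 and 10 min.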
BAZ2B inh: qHTS Assay for Inhibitors of BAZ2B | AlphaScreen BAZ2B-H3K14Ac peptide displacement | Potency, µM (titrated, usually from 114 µM), for inactives: top-dose activity change, negative = inhibition, most hits filed as inhibitors | 4.4% of 360,000 active; note: % is set by controls: 0 for no effect and ±100 for the full control effect; nearly all actives have a fitted effect of over 60% in size
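Compounds, titrated to a top concentration of 110 uM, were incubated 30 min at room temperature with preformed BAZ2B/acetyl-K14 H3 peptide complex (50 nM each). Proximity signal was measured by AlphaScreen after 20 min with beads.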
APEX1 inh: qHTS Assay for Inhibitors of the Human Apurinic/apyrimidinic Endonuclease 1 (APE1). AID 2517, 2012. DNA repair nuclease/redox regulator APEX1 (Homo sapiens), P27695. Potency, µM (highest dose often 65.8 µM), for inactives: at the top dose activity change, negative = inhibition, most hits filed as inhibitors. recombinant APE1, TAMRA/BHQ-2 abasic DNA cleavage fluorescence. 0.35% of 350,000 active;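 note: plate controls were vehicle for no effect and reference inhibitor for full effect; nearly all actives have a fitted effect of over 55% in size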
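Substrate: short duplex with […] THF abasic site, 5'-TAMRA and 3'-BHQ-2, 50 nM final. APE1 at 0.75 nM, preincubated 15 min RT with compound. Fluorescence increase from first to third read measured activity.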
POLB inh: qHTS Assay for Inhibitors of DNA Polymerase Beta | P06746 | Pol beta primer extension/strand displacement, fluorescence kinetic | Potency, µM (highest dose often 114 µM), for the others: at the highest dose activity change, negative = inhibition, hits mostly inhibitors | 1.3% of 340,000 active | AID 485314, 2010; note: % is set by controls: 0 for no effect and ±100 for the full control effect
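10 nM enzyme + cpd, 15 min RT; start with substrate 50 nM final; read 0 min and after 10 min RT. Corrected, normalized data; 4-parameter Hill curve fit.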
POLI inh: qHTS for Inhibitors of Polymerase Iota; Pol iota fluorescent replication assay, 10 min; Potency, µM (series often up to 115 µM), without a hit: at the top dose activity, negative = inhibition, hits mostly inhibitors; 1% of 390,000 active; DNA polymerase iota (Homo sapiens), Q9UNA4
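Pol iota at 10 nM preincubated 15 min with compounds at room temperature; reaction started with fluorescent substrate, 50 nM final. Fluorescence read kinetically at 0 and 10 min; buffer-only wells as negative control.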
JMJD2A Tudor: qHTS Assay for Inhibitors of JMJD2A-Tudor Domain | AlphaScreen JMJD2A-Tudor / H3K4me3 peptide binding | Potency, µM (highest dose often 114 µM), without a hit: at the top dose activity change, negative = inhibition, most hits filed as inhibitors | 4.4% of 390,000 active; note: % is set by controls: 0 for no effect and ±100 for the full control effect; nearly all actives have a fitted effect of over 50% in size
G9a inh: qHTS Assay for Inhibitors of Histone Lysine Methyltransferase G9a; Histone-lysine N-methyltransferase EHMT2 (Homo sapiens), Q96KQ7; G9a H3K9 monomethylation, AlphaScreen, 2 h; Potency, µM (titrated, usually from 102 µM), for inactives: top-dose activity, negative = inhibition, hits mostly inhibitors; 8.8% of 350,000 active; note: % is set by controls: 0 for no effect and ±100 for the full control effect; nearly all actives have a fitted effect of over 75% in size
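G9a (20 nM) preincubated 15 min RT with compounds, then 500 nM biotinylated H3K9 peptide and 20 uM SAM added; 2 h RT reaction. Monomethyl-H3K9 product detected by AlphaScreen with anti-H3K9me1 antibody, streptavidin donor and anti-rabbit IgG acceptor beads.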
* hit, by the source's call; ? = inconclusive; . = no result given; [ ] = remark or other dose. Calls come from the whole dose curve; as a rule, active = well fitted curve in the direction sought with a large enough effect; inconclusive = small, poorly fitted or top-dose-only effect, or another doubt; inactive = no such curve, though single readings can be large; an effect the other way counts as inactive or inconclusive. Potency is the fitted concentration of half-maximal effect. An excerpt; rates above refer to the full screens.

SMILES	BLM inh	Pol eta inh	POLK inh	BAZ2B inh	APEX1 inh	POLB inh	POLI inh	JMJD2A Tudor	G9a inh
C=CCN(CC=C)C(=O)COC(=O)c1n[nH]c2ccccc12	-5.1%	-7.8%	7.8%	-4.3%	-0.7%	-1.3%	86.5%[activator]	-9.9%	11.5%
O=C(C1CCCO1)N1CCN(S(=O)(=O)c2ccccc2)CC1 (stereo unspecified)	3.7%	-10.4%	0.7%	-4.1%	-2.1%	3.2%	-24.8%[58.9 µM]	-11.4%	?
O=C(C[C@H]1C/C=C\C[C@H](Cc2ccc(F)cc2)C(=O)O[C@@H](c2ccccc2)CNC1=O)N[C@@H](CO)Cc1ccccc1	.	2.3%	5.6%	.	37.1%	.	7.0%	-13.5%	.
CC(NC(=O)c1ccco1)C(c1cccs1)N1CCN(c2ccc(F)cc2)CC1 (stereo unspecified)	5.2%	5.3%	-18.4%	50.1µM*	-2.0%	8.2%	9.5%	-34.6%	50.1µM*
CCCCc1cc(=O)oc2cc(OCC(=O)N3CCc4ccccc43)ccc12	0.0%	?	4.4%	2.9%	0.3%	19.6%	?	-7.6%[11.4 µM]	4.1%
O=c1nc(-c2ccccc2)c2cc(Cl)ccc2[nH]1	1.9%	-0.3%	-10.5%	-1.4%	21.2%	8.4%	8.2%	-7.7%	12.5%
Cc1ccc(C(=O)O)cc1NC(=O)CN1C(=O)C2C3c4ccccc4C(Br)(c4ccccc43)C2C1=O (stereo unspecified)	4.3%	-5.2%	-4.8%	-10.6%	2.2%	-2.4%	-17.0%	-16.6%	-16.1%
CC(C)(C)C1=Nn2c(nnc2-c2ccccn2)SC1	-2.2%	-6.5%	4.3%	20µM*	-9.9%	0.1%	2.9%	7.94µM*	?
CCOc1ccc(NCc2nc3ccccc3n2CCOc2ccccc2)cc1	-7.7%	-10.6%	?	11.2µM*	-3.3%	14.7%	?	17.8µM*	31.6µM*
COc1cccc(CC(=O)OCC(=O)NC(Cc2ccccc2)C(C)=O)c1 (stereo unspecified)	.	-12.4%	-4.2%	7.2%	36.5%	.	13.7%	1.4%	-6.6%

The last five records of the section above lead into the next:
SMILES	BLM inh	Pol eta inh	POLK inh	BAZ2B inh	APEX1 inh	POLB inh	POLI inh	JMJD2A Tudor	G9a inh
O=c1nc(-c2ccccc2)c2cc(Cl)ccc2[nH]1	1.9%	-0.3%	-10.5%	-1.4%	21.2%	8.4%	8.2%	-7.7%	12.5%
Cc1ccc(C(=O)O)cc1NC(=O)CN1C(=O)C2C3c4ccccc4C(Br)(c4ccccc43)C2C1=O (stereo unspecified)	4.3%	-5.2%	-4.8%	-10.6%	2.2%	-2.4%	-17.0%	-16.6%	-16.1%
CC(C)(C)C1=Nn2c(nnc2-c2ccccn2)SC1	-2.2%	-6.5%	4.3%	20µM*	-9.9%	0.1%	2.9%	7.94µM*	?
CCOc1ccc(NCc2nc3ccccc3n2CCOc2ccccc2)cc1	-7.7%	-10.6%	?	11.2µM*	-3.3%	14.7%	?	17.8µM*	31.6µM*
COc1cccc(CC(=O)OCC(=O)NC(Cc2ccccc2)C(C)=O)c1 (stereo unspecified)	.	-12.4%	-4.2%	7.2%	36.5%	.	13.7%	1.4%	-6.6%
Cc1cc(C)c(Cn2cnc(-c3ccc([N+](=O)[O-])cc3)c2)c(C)c1	-7.8%	-11.9%	-7.9%	?	2.5%	0.5%	9.2%	?	-47.8%
COc1ccc(NC(=O)c2ccco2)c2ccccc12	-5.8%	-16.4%	1.9%	-9.3%	-0.9%	22.6%	?	0.0%	13.1%[59 µM]
Cc1ccc(C2=NN(CC(=O)NCc3ccccn3)C(=O)CC2)cc1	2.2%	-12.6%	-24.3%	-2.8%	-0.2%	-8.9%	6.6%	-9.0%	43.7%[59 µM]
Clc1nssc1=Nc1nncs1	.	15.2%	-1.2%	50.1µM*	-0.1%	.	?	22.4µM*	-0.3%[0.501 µM]
CSc1n[nH]c2nc3c(c(=O)n12)C1(CCCCC1)Cc1ccccc1-3	-7.6%	-3.1%	11.2%	2.7%	?	0.3%	38.5%[activator]	-7.7%	.
CSc1cccc(NC(=O)CN(C2CCCCC2)S(C)(=O)=O)c1	-4.0%	-9.3%	-3.1%	-2.3%	-0.4%	-20.4%	-4.0%	0.8%[11.4 µM]	5.3%[12.7 µM]
Cc1ccc(CNC(=O)CCn2cnc3ccccc3c2=O)cc1	3.3%	-13.2%	-3.8%[60.1 µM]	-30.2%	.	-7.9%	?	-29.4%	-12.6%[59 µM]
CCC(C(=O)Nc1cc(C)ccc1C)n1c(=O)c(C(F)(F)F)nc2ccccc21 (stereo unspecified)	-2.2%	-4.6%	-9.5%	-3.5%	.	8.7%	0.7%	-14.3%	-5.4%[59 µM]
COc1ccc(/C=C2\SC(=S)N(CCC(=O)Nc3ccccn3)C2=O)cc1OC	-0.9%	-2.6%	-6.4%	2.9%	15.5%	41.7%	37.4%[activator]	-15.0%	0.3%
Cc1cc(S(=O)(=O)Nc2ccc(C(=O)O)cc2)c(C)c(S(=O)(=O)c2ccc(Cl)cc2)c1	1.4%	5.1%	-8.2%	-0.3%	.	-1.3%	13.8%	-5.9%	-3.7%[59 µM]
Cc1cc(C(=O)N2CCN(c3cccc(Cl)c3)CC2)c2c(C)nn(-c3ccccc3Cl)c2n1	-11.6%	-29.9%	2.0%	-30.4%	.	0.2%	17.1%	-22.6%	-39.2%[59 µM]
O=C(O)CNC(=O)c1ccc(S(=O)(=O)N2CCOCC2)cc1	-2.5%	-16.7%	-2.8%	?	-2.3%	0.3%	14.6%	-9.6%	-9.5%
COc1ccc(C=C(NC(=O)c2ccccc2)C(=O)O)cc1OC	.	-20.1%	-11.2%	.	.	.	8.3%	-14.6%	.
COc1cc(OC)cc(C(=O)NC(=S)NNC(=O)Cc2cccs2)c1	-1.8%	-19.0%	-3.9%	21.9%	-4.0%	1.6%	16.2%	-15.9%	8.91µM*
Cc1cc(C)c2c(c1)/C(=N/NC(=O)c1cc(C)oc1C)CCC2	-2.4%	-11.9%	-3.2%	-30.3%	-4.6%	2.0%	4.3%	5.7%	13.9%[59 µM]
CC(=O)N1CCCc2ccc(NC(=O)c3ccc(C(F)(F)F)cc3)cc21	-0.1%	-11.1%	-11.6%[60.1 µM]	3.7%	.	-2.3%	17.8%	-13.6%	56.1%[activator][59 µM]
O=C(Nc1cc(Cl)ccc1-n1cncn1)C1CC1	.	-10.9%	6.1%	-38.0%	30.1%	.	9.0%	-8.5%	-21.2%[12.7 µM]
Cn1c2ccccc2c2c(C(=O)N3CCN(c4cccc(Cl)c4)CC3)cn(C3CCCCC3)c(=O)c21	-5.5%	-13.4%	21.8%	-26.9%	.	-0.7%	23.2%	-11.6%	-34.7%[59 µM]
CCn1c(N2CCN(S(=O)(=O)c3ccccc3)CC2)nc2ccccc21	-1.4%	0.2%	-0.9%	-32.1%	24.8%	27.3%	12.3%	-6.6%	-24.3%
O=C(c1ccccc1)C(O)(CN1CCCCC1)c1ccccc1 (stereo unspecified)	.	-10.8%	-9.8%	.	.	.	9.6%	-27.6%	.
CCc1c(C)nc2nncn2c1NCc1ccc(Cl)cc1	1.4%	.	-5.6%	-1.0%	.	-1.6%	5.3%	2.5%	4.0%[59 µM]
COc1ccc(-c2nc(SCc3ccccc3)n(S(C)(=O)=O)n2)cc1	-7.3%	-6.5%	7.1%	-19.6%	-4.7%	19.3%	0.3%	3.2%	22.5%[59 µM]
CC(=O)N1CCN(CC(=O)Nc2cc(F)ccc2C)CC1	-8.6%	2.9%	-6.9%	2.9%	9.7%	6.3%	74.0%[activator]	-8.3%	.
Cc1nn(CC(=O)NCCN2CCCCC2C)c(=O)c2cc(-c3ccccc3)nn12 (stereo unspecified)	-9.1%	-14.6%	11.2%	-19.6%	8.5%	39.7%	15.6%	-3.0%	0.8%
CCc1c(C)nc(Nc2nc(C)c3ccc(OC)cc3n2)[nH]c1=O	-10.1%	20.1%	-4.4%	-6.2%	-2.2%	3.6%	-8.8%	-18.8%	?
O=C(/C=C/c1ccccc1)NC(=S)Nc1ccc(CN2CCOCC2)cc1	-3.5%	-14.5%	-6.8%	?	1.6%	4.8%	-11.0%	?	?
Clc1ccccc1CO/N=C1\CCCc2nonc21	-2.6%	-9.0%	-11.1%	119.7%[activator]	2.3%	6.7%	126.6%[activator]	55.2%[activator]	61.9%[activator][59 µM]
COc1cc(Cl)ccc1OCc1cc(C(=O)N(C)C2CC(C)(C)NC(C)(C)C2)no1	0.8%	-6.7%	-10.7%	-2.3%	-22.2%	60.0%	1.8%	-3.6%	.
O=C(O)C1(NS(=O)(=O)c2ccc(Cl)cc2)CCCCC1	-5.8%	-6.1%	1.5%	-1.1%	0.5%	3.8%	8.8%	-18.9%	?
CC(=O)c1ccc(N2C(=O)N(Cc3ccccc3C#N)c3ccccc3S2(=O)=O)cc1	-5.1%	-4.7%	-3.0%[60.1 µM]	-0.2%	.	-25.4%	-10.0%	-8.7%	5.6%[59 µM]
CCc1ccc(NC(=O)[C@H](NC(=O)[C@@H]2Cc3ccccc3CN2)c2ccccc2)cc1	-3.6%	-1.3%	-13.3%	?	-25.5%	2.7%	-14.5%	?	.
CCn1c(O)c(C2=c3ccccc3=NC2=O)c2cc(Br)ccc21	2.8%	-8.8%	7.8%	-35.3%	-5.1%	0.6%	21.8%	-18.9%	?
CCN(CC)c1ccc(C2NC(=O)c3ccccc3N2)cc1 (stereo unspecified)	.	-14.3%	-10.1%	.	.	.	19.5%	-13.9%	.
CCn1cc(C(=O)O)c(=O)c2cc(Br)ccc21	0.6%	-7.7%	-1.5%	?	-2.2%	0.2%	22.0%	?	?
CCOc1ccc(NC(=S)N2CCCN(Cc3cc(C)ccc3C)C2)cc1	1.0%	-24.3%	-7.0%	-27.8%	-2.6%	3.4%	29.4%	?	4.6%[59 µM]

Compound activity as filed in PubChem.
